Pf apPOL block = Pf-apPOL DNA polymerase inhibition; 210,000 compounds, 0.25% hits; Recombinant Pf-apPOL, molecular beacon fluorescence, 1.5 h; inhibition, % at 10 µM; AID 1794808
mHTT-CaM PPI inh = inhibitors of human mutant huntingtin-calmodulin interaction. AlphaScreen His-mHTT/GST-CaM binding, luminescence. inhibition, % at 15 µM. 190,000 compounds, 3.6% hits;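 note: 0% = both proteins with DMSO and 100% = one protein alone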
Target sequence (P42858 whole entry, looked up, stated change not applied): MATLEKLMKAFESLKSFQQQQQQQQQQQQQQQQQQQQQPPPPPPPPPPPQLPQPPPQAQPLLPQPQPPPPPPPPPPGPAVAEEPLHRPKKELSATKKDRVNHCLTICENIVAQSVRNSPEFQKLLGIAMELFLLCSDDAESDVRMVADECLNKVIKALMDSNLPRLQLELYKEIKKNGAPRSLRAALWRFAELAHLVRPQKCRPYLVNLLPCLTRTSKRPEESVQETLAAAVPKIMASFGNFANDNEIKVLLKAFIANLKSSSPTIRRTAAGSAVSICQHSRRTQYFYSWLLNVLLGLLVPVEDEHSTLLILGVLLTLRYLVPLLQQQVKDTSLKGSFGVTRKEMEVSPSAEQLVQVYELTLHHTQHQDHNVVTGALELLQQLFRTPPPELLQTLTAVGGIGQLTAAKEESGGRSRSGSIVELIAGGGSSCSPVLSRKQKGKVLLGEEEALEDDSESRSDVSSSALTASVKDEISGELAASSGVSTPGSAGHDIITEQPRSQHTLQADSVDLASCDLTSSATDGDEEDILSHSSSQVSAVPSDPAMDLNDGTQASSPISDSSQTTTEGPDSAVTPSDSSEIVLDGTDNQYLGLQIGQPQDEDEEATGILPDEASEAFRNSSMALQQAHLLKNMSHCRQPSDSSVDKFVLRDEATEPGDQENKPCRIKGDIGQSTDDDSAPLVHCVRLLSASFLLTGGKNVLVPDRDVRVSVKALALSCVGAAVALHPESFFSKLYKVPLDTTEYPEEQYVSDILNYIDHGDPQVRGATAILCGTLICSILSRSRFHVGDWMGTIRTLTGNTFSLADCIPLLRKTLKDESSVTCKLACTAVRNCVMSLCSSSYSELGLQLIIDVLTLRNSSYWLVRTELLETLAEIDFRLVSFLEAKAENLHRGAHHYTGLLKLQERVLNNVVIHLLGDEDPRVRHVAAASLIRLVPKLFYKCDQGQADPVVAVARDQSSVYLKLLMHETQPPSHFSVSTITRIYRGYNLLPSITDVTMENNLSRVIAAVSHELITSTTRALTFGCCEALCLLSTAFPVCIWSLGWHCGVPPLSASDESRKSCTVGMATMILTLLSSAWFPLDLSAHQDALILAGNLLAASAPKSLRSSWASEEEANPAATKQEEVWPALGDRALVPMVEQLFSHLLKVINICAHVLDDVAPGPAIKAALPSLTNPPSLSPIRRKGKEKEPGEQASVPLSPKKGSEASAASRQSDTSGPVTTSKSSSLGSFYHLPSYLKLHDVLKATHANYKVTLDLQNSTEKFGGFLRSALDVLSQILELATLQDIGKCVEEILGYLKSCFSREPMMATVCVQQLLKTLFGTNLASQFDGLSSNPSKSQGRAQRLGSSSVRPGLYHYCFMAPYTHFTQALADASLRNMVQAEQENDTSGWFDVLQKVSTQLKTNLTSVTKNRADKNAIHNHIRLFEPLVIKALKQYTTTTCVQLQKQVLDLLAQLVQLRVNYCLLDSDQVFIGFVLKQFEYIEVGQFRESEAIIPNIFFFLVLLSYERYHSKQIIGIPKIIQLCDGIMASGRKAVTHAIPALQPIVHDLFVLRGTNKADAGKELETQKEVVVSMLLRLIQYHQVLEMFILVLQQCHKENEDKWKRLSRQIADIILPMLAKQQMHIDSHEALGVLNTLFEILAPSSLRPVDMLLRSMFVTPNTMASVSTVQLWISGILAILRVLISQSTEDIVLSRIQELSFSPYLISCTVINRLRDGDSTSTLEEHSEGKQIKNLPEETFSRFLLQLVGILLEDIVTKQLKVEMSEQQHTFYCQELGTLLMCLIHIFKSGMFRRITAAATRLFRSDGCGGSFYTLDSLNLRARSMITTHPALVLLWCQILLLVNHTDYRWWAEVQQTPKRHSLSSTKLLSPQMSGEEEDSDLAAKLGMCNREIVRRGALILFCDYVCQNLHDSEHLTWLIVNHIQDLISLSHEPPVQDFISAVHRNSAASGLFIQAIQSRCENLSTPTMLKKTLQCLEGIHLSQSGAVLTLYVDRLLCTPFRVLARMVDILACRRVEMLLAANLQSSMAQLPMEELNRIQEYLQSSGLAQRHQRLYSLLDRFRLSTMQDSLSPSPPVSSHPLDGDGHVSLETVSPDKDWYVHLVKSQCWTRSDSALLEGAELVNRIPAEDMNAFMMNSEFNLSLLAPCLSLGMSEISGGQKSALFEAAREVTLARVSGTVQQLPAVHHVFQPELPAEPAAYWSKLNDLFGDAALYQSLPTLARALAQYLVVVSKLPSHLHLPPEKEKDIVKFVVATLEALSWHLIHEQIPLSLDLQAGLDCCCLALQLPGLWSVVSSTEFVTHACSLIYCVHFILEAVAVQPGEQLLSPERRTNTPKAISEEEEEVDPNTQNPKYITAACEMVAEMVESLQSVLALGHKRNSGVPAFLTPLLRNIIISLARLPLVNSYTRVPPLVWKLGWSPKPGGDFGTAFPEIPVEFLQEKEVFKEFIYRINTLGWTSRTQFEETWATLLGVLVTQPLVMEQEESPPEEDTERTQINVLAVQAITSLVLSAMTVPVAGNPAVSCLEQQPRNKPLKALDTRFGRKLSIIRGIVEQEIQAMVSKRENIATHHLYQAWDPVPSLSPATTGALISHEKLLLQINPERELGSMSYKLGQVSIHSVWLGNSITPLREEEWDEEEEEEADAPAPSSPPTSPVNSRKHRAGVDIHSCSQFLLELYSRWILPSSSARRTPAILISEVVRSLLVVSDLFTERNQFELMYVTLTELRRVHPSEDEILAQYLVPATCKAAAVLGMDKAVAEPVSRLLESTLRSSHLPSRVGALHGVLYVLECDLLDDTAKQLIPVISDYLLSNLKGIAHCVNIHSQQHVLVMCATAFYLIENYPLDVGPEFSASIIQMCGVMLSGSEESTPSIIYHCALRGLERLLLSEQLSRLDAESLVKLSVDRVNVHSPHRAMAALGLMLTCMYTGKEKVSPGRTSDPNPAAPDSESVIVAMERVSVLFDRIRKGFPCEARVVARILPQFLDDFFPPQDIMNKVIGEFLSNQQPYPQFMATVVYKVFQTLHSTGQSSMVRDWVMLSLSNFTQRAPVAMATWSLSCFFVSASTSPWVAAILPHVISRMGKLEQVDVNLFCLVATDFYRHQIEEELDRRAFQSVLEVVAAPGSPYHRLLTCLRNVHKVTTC
The depositor's hits bear a star; x = not tested or not shown; & = joins results of further samples. Cut-off read from the data, not from the text of the source: active = inhibition above about 50%; inactive = the rest.

smiles	Pf apPOL block	mHTT-CaM PPI inh
Cc1ccc2c(c1)C(O)(CC(=O)c1ccc(Cl)cc1)C(=O)N2 (stereo not drawn)	14	6
CNC(=O)c1ccc2c(c1)Sc1ncccc1C(=O)N2C(C)C	4	6
COC(=O)/C=C/c1ccccc1S(=O)(=O)NC(C)C	-2	10
CCc1ccc2c(Cl)c(C(=O)NC(C)C)sc2c1	2	-12
O=C1C(=O)N(CCO)C(c2ccccc2F)C1=C(O)c1ccc([N+](=O)[O-])cc1 (stereo not drawn)	0	-14
O=C(CSc1nccn1-c1ccc([N+](=O)[O-])cc1)Nc1cc(C(F)(F)F)ccc1Cl	-8	51*
OCc1nc2ccccc2n1CCCCOc1ccc(Cl)cc1	-33	15
COc1c2ccccc2nc2occc12	0	5
CCC(=O)N1c2ccccc2-c2nnc(SC)nc2OC1c1cc(OC)c(OC)cc1OC (stereo not drawn)	-3	11
Cc1ccccc1NC(=O)c1c[nH]c2ccccc2c1=O	1	0
CCCCNC(=O)C1C2C=CC3(CN(Cc4ccccc4)C(=O)C13)O2 (stereo not drawn)	1	-2
CC1(C)CC(=O)C2=C(C1)OC(c1ccc3c(c1)OCO3)C(C#N)=C2N (stereo not drawn)	-4	5
CC(=O)c1sc(NC(=O)CCCSc2ccc(Cl)cc2)nc1C	-2	-6
COc1cccc(-c2cc(C3CCN(C(=O)Nc4ccc(F)cc4)CC3)[nH]n2)c1	-1	12
Cc1cc(N2CCCCC2)nc2ccc(NC(=O)c3ccc(Cl)nc3)cc12	-3	6
O=S(=O)(c1cccs1)N1CCC(n2c(-c3ccoc3)nc3cccnc32)C1 (stereo not drawn)	-3	17
COc1ccc(-c2onc(C)c2C(=O)NCc2ccccc2Cl)cc1	1	2
O=C(NCC1(CO)CC1)c1ccccc1F	-9	-20
COc1cccc(CNC(=O)C2(C)CCCN(C(=O)CC3CCCC3)C2)c1 (stereo not drawn)	0	8
O=C(CN1C(=O)c2cccc([N+](=O)[O-])c2C1=O)Nc1ncccn1	-2	1
COc1ccccc1NC(=O)Nc1ccccn1	2	-3
NC(=O)c1cnc2sc3c(n2c1=O)CCCC3	-2	-1
CCN(CC)c1ccc2cc(-c3c(O)c4ccccc4[nH]c3=O)c(=O)oc2c1	-79	-3
COc1cccc(-c2cc(C(=O)Nc3ccc(S(=O)(=O)NC(C)=O)cc3)c3ccccc3n2)c1	-2	19
CCOC(=O)CCc1ccc2c(c1)NC(c1ccc([N+](=O)[O-])s1)O2 (stereo not drawn)	0	x
CCOc1ccccc1NC(=O)NCC1(CO)CC1	15	-7
O=C(Nc1ccccc1)c1ccc(N2CCC(NCc3ccc(Cl)cc3)C2)nc1 (stereo not drawn)	-1	9
O=C(NC1CC1)C1CC(c2ccccc2)CN(C(=O)c2ccccc2)C1 (stereo not drawn)	-1	8
CCC(=O)N1c2ccc(S(=O)(=O)NC3CCCC3)cc2CC1C (stereo not drawn)	2	-5
O=C(CN1CCC(Cn2c(C(F)(F)F)nc3ccccc32)CC1)NCC1CCCO1 (stereo not drawn)	-5	-14

Following part
smiles	Pf apPOL block	mHTT-CaM PPI inh
CCc1cccc(NC(=O)Cn2ccc3sc(C)cc3c2=O)c1	4	1
CCOC(=O)C1CCCN(C(=O)c2csc(-c3ccc4c(c3)CCO4)n2)C1 (stereo not drawn)	-11	x
COc1ccccc1CNC(=O)c1cc(-c2cccnc2)nc2ccccc12	-10	29
COc1ccc(/C=C(/NC(=O)c2ccccc2)C(=O)O)c(OC)c1OC	-4	-5
COc1cccc(CNC(=O)C2(C)CCCN(C(=O)c3ccc(C)c(C)c3)C2)c1 (stereo not drawn)	3	4
CC1CCCCC12NC(=O)N(CC(=O)NC1CCCC1)C2=O (stereo not drawn)	-5	-3
CCCCC1=NN(C(=O)c2ccc([N+](=O)[O-])cc2)C(O)(C(F)(F)F)C1 (stereo not drawn)	-2	2
CN(C)CC#CC(O)C1CC=CCC1 (stereo not drawn)	-7	-3
COc1ccc(-n2nnnc2SCCSc2nnnn2-c2ccc(OC)cc2)cc1	-3	-3
CCOc1ccc(S(=O)(=O)N(Cc2ccsc2)C2CC2)cc1F	-4	-12
CC1C(=O)N(Cc2cn(CCC3OCCO3)nn2)CCS(=O)(=O)N1Cc1ccc(-c2ccccc2)cc1 (stereo not drawn)	7	74*
O=C(NCCS(=O)(=O)Cc1ccc(F)cc1)c1cccc(OC(F)(F)F)c1	-10	x
CCN(CCN1C(=O)CCC1=O)c1cccc(NC(C)=O)c1	-10	x
Cc1cccc(S(=O)(=O)Nc2ccc3c(c2)CCC(=O)N3)c1	-2	6
c1nc(N2CCOCC2)c2c3c(sc2n1)CCCC3	-9	-9&-6
O=C(C1CCN(c2nc3ccc(-c4ccccc4)nc3s2)CC1)N1CCOCC1	-1	2
O=C(Nc1ccc(NC(=O)c2ccccc2[N+](=O)[O-])cc1)c1cccs1	-6	4
COc1ccc(CNC(=O)c2noc3c2CC(C)CC3)cc1 (stereo not drawn)	2	-6
Cc1ccc(C(=O)Nc2ccc(S(=O)(=O)N3CCOCC3)cc2)cc1Br	1	-4
Cc1ccc(C)c(N(C)S(=O)(=O)c2ccc3[nH]cc(C(=O)NC(C)C)c(=O)c3c2)c1	-5	7
CC(C)c1ccccc1NC(=O)C1CCCCC1	0	4
Cc1cccc(-c2csc3c(=O)[nH]c(N4CCN(Cc5ccccc5)CC4)nc23)c1	-2	5
Cc1ccc(N2C(=O)c3cccc([N+](=O)[O-])c3C2=O)c(O)c1	-4	-3
FC(F)(F)c1cc(N2N=NC3C4CC(C5CCCC54)C32N2CCOCC2)cc(C(F)(F)F)c1 (stereo not drawn)	-10	x
CC1CCCN(C(=O)c2nn(C)cc2[N+](=O)[O-])C1 (stereo not drawn)	-1	-3
CCCOc1ccc(S(=O)(=O)NCc2cccnc2)cc1C	-6	-12
C=CCc1ccccc1OCCOCCN1CCN(C)CC1	-2	4
c1cc(CN2CCSCC2)ccn1	1	-3
O=C(CCc1ccccc1)Nc1ccc(F)c(F)c1	-1	-20
COc1cccc(-c2oc3c(c2C#CC2(O)CCCCC2)C(O)CCC3)c1 (stereo not drawn)	-12	-3

Next results follow.
smiles	Pf apPOL block	mHTT-CaM PPI inh
CC(C)c1ccc(OCC(=O)NC2CCCC(O)C2)cc1 (stereo not drawn)	1	3
COc1ccc(C(=O)N2CCc3c(c(-c4nc(-c5ccccc5F)no4)nn3C)C2)c(C)c1	-2	29
CCc1ccc(C=C2Oc3c(ccc(O)c3CN(C)C)C2=O)cc1	-39	11
O=C(Cn1ccc2sccc2c1=O)NCc1ccccc1	0	-8
CN(C)c1ccc(-c2noc(CCC3CCCC3)n2)cc1	-1	1
Cn1c(=O)c2ccnn2c2ccc(C(=O)NCc3ccc(F)cc3Cl)cc21	-9	-8
CCN(CC)C(=O)c1ccc(C(O)C(Cl)(Cl)Cl)o1 (stereo not drawn)	-6	-10
Cc1ccc(C)c(N(C)S(=O)(=O)c2ccc3[nH]cc(C(=O)N4CCOCC4)c(=O)c3c2)c1	3	3
O=C(NCCc1csc(-c2cccs2)n1)C1CCN(C(=O)c2ccccc2)CC1	-2	-6
CN(C)Cc1cc(CN(C)C)c(O)c(C(C)(C)C)n1	4	-4
COc1ccc(SCC(=O)Nc2ccc(OC)cc2[N+](=O)[O-])cc1	-5	24
COc1ccc(N2CCN(c3ncc4c(n3)CCN(Cc3ccc(C)cc3)C4)CC2)cc1	-3	37
O=[N+]([O-])c1ccc(Cl)cc1Sc1nc2ccccc2o1	3	19
CCNC(=O)N1CCC(Cn2c(COc3ccccc3)nc3ccccc32)CC1	-16	-8
CC(C)N1CCC(CC(=O)N2CCCC3(C2)Nc2ccccc2NC3=NC(C)(C)C)CC1 (stereo not drawn)	-5	46
O=C1OC(c2ccc(I)cc2)=N/C1=C/c1cc2c(cc1Cl)OCO2	10	6
CC1(C)OC[C@@H]([C@@H]2OC(=O)C(O)=C2O)O1	x	1
Cc1cc(=O)oc(C)c1C(=O)NCc1ccccn1	-7	57*
CCCCC1(C)OC(=O)C(=Cc2ccc(OCC)c(OC)c2)C(=O)O1 (stereo not drawn)	3	17
CCOc1ccccc1NC(=O)C1CCN(c2nnc(-c3ccc(OC)cc3)o2)CC1	-6	3
O=C(CSc1nc2ccccc2n1S(=O)(=O)c1cccs1)Nc1ccccc1F	-8	6
CCOc1ccc(-n2nc(C(=O)N3CC(C)CC(C)C3)c3ccccc3c2=O)cc1 (stereo not drawn)	5	0
Fc1ccc(-c2nc3cc(N=Cc4ccncc4)ccc3o2)cc1	28	-3
Cc1ccn2c(NC(=O)C(C)(C)C)c(-c3cccc(F)c3)nc2c1	-2	2
O=C(NC1CC1)C1CCN(c2nc3ccc(-c4cccs4)nc3s2)CC1	-1	20
COC(=O)c1cccc(C(=O)N2CCN(c3cccc(C)c3C)CC2)n1	-1	13
COc1cc(OC)cc(C2=Cc3ccccc3C(CC(=O)c3ccco3)N2c2ccc(-c3cnc(OC)nc3)cc2)c1 (stereo not drawn)	-4	19
O=C(NCc1ccccc1)C1CC(=O)N(c2ccccc2)C1 (stereo not drawn)	-3	-4
NC(=O)CSc1nnc(NC(=O)c2ccc(Br)o2)s1	10	10
O=C(CCC1CCCN(C(=O)Nc2ccccc2F)C1)NC1CC1 (stereo not drawn)	-2	-5

A second format for 4 compounds above.
> COc1ccc(N2CCN(c3ncc4c(n3)CCN(Cc3ccc(C)cc3)C4)CC2)cc1
  Pf apPOL block: -3
  mHTT-CaM PPI inh: 37

> O=[N+]([O-])c1ccc(Cl)cc1Sc1nc2ccccc2o1
  Pf apPOL block: 3
  mHTT-CaM PPI inh: 19

> CCNC(=O)N1CCC(Cn2c(COc3ccccc3)nc3ccccc32)CC1
  Pf apPOL block: -16
  mHTT-CaM PPI inh: -8

> CC(C)N1CCC(CC(=O)N2CCCC3(C2)Nc2ccccc2NC3=NC(C)(C)C)CC1 (stereo not drawn)
  Pf apPOL block: -5
  mHTT-CaM PPI inh: 46

The results go on:
smiles	Pf apPOL block	mHTT-CaM PPI inh
Cc1c(NC(=S)NC(=O)CC23CC4CC(CC(C4)C2)C3)c(=O)n(-c2ccccc2)n1C	-1	-2
COc1ccc(CNC(=O)C2CCCN(c3nnc4c(Cl)cccn34)C2)c(OC)c1 (stereo not drawn)	-2	6
Cc1ccccc1CNC(=O)C1(C)CCCN(C(=O)NCc2ccco2)C1 (stereo not drawn)	-5	5
O=C(Nc1cccc(Br)c1)c1ccc2snnc2c1	3	2
CCc1ccccc1NC(=O)CN(c1ccc(C)c(C)c1)S(C)(=O)=O	-6	-3
CCNc1cc(N2CCC(CCC(=O)NCC(C)C)CC2)ncn1	-2	0
COc1ccc(C2=N/C(=C3/OC(=O)c4ccccc43)C(=O)O2)cc1OC	-2	-5
CC(C)(C)c1ccc(S(=O)(=O)N2CCN(Cc3noc4ccccc34)CC2)cc1	-3	-6
N#Cc1ccc(C(=O)N2CCC(OCc3nc(C4CC4)no3)CC2)cc1	-5	-6
OC(Cn1c2ccccc2c2ccccc21)C[n+]1cccc2ccccc21 (stereo not drawn)	x	3
COc1ccc(C(=O)Cc2ccc(OC)c(OC)c2)c(OC)c1	-5	8
C[C@H]1[C@@H](c2ccccc2)Oc2c(Cl)cccc2S(=O)(=O)N1Cc1ccc(Cl)cc1	1	26
Cc1[nH]nc(-c2ccc3c(c2)OCO3)c1NC(=O)C(C)C	2	-1
COc1ccc(-n2cc(C(=O)N3CCc4ccccc4C3)nn2)cc1	-6	-5
Cc1ccc(N2CCC(C(=O)NCC(C)C)C2=O)c(C)c1 (stereo not drawn)	-5	-1
C=CCOc1ccccc1CN1CCCCC1	2	0
O=C(CCC1CCCCC1)Nc1ncc([N+](=O)[O-])s1	-1	9
CC(C)NC(=O)c1ccccc1NC(=O)c1ccccc1	1	-1
CC(C)N(Cc1ccccc1)C(=O)Nc1ccc(OC(F)(F)F)cc1	6	x
COc1cccc(/C=C2/NC(=O)N(CC(=O)Nc3cccc(C)c3)C2=O)c1OC(C)C	1	-6
COc1ccc(N2COc3ccc(Cl)cc3C2)cc1	2	73*
CCc1ccc(C2CC(c3ccccc3C)n3nnnc3N2)cc1 (stereo not drawn)	-12	16
O=C(Nc1ccccc1)C1CCCN(C(=O)c2cccc(Cl)c2)C1 (stereo not drawn)	0	30

Some of these compounds in order of formula weight, smallest number first.
smiles	Pf apPOL block	mHTT-CaM PPI inh
CC(C)c1ccccc1NC(=O)C1CCCCC1	0	4
CN(C)c1ccc(-c2noc(CCC3CCCC3)n2)cc1	-1	1
OC(Cn1c2ccccc2c2ccccc21)C[n+]1cccc2ccccc21 (stereo not drawn)	x	3

Profiles, quoted from the list. Order of values: Pf apPOL block | mHTT-CaM PPI inh
Shown for CC(C)N(Cc1ccccc1)C(=O)Nc1ccc(OC(F)(F)F)cc1 → 6 | x
Shown for OC(Cn1c2ccccc2c2ccccc21)C[n+]1cccc2ccccc21 (stereo not drawn) → x | 3
Shown for C[C@H]1[C@@H](c2ccccc2)Oc2c(Cl)cccc2S(=O)(=O)N1Cc1ccc(Cl)cc1 → 1 | 26

Screening results as filed in PubChem.
